Screens deposited in PubChem by The Scripps Research Institute Molecular Screening Center.
sPLA2-III inh – Inhibits HGIII-sPLA2 liposome hydrolysis, primary screen; inhibition, % at 12.2 µM; AID 743126; Q9NZ20; hit rate 0.56% among 370,000; QFRET BODIPY PC-A2 liposome hydrolysis, fluorescence;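 active means inhibition above mean plus 3 SD of compounds lying within the high and low control bounds, cut at about 19% in these data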;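 further: 0% = median of test compound wells and 100% = no enzyme DMSO wells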
ADAM10 inh – inhibits human ADAM10 | O14672 | recombinant ADAM10, EDANS/DABCYL FRET peptide cleavage, 3 h | inhibition, % at 7 µM | hit rate 0.62% among 370,000;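 active means inhibition above a per-campaign cutoff equal to the mean of compounds falling between control-based bounds plus 3 SD, cut at about 20% in these data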;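 further: 0% = DMSO wells while the 100% control is not disclosed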
Target sequence (O14672 214-748 limits assumed): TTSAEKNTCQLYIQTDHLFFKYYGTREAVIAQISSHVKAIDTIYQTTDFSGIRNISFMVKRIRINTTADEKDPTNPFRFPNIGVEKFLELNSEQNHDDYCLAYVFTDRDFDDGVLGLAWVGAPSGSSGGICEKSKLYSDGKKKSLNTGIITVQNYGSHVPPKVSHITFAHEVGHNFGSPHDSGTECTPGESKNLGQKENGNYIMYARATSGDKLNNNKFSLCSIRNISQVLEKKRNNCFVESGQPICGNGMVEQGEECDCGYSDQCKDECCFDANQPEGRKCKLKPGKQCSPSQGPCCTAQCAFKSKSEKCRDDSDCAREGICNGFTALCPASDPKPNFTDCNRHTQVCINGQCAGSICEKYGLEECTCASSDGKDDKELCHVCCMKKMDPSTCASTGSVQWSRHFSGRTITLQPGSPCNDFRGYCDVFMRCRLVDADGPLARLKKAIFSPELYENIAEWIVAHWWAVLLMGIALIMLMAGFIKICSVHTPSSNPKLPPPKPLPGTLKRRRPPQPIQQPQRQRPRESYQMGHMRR
ADAM17 inh – ADAM17 inhibition, QFRET primary screen. hit rate 0.83% among 370,000. P78536. recombinant ADAM17, EDANS/DABCYL FRET peptide cleavage. inhibition, % at 6.95 µM;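 active means inhibition above the mean of compounds lying between control limits plus 3 SD, set per campaign, cut at about 8.5% in these data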;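 further: 0% = DMSO-only wells as the low control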
DAX1 inh-1 – inhibitors of human orphan nuclear receptor DAX1 (NR0B1) | HEK293 Gal4-DAX1 luciferase reporter, luminescence | inhibition, % at 6.75 µM | AID 504766 | hit rate 0.99% among 340,000;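 active means inhibition above the mean over all tested compounds plus 3 SD, cut at about 4.2% in these data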;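 further: 0% = DAX1-transfected cells with DMSO and 100% = empty-vector control cells with DMSO; inhibition shows as a rise in luminescence from relieved DAX1 repression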
Target sequence (P51843 207-470 limits assumed): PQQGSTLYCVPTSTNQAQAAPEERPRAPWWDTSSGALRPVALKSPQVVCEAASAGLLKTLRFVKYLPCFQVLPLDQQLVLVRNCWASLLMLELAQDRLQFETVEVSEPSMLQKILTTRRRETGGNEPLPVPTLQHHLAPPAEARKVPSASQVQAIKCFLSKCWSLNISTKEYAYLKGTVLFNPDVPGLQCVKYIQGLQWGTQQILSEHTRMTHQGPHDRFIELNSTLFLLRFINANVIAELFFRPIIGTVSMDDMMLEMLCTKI
hcDAF12 agonist – activates DAF-12 receptor from parasite H. contortus. hit rate 1.4% among 370,000. activation, % at 6.8 µM. HEK293 hcDAF-12 lit1-tk-luc reporter, luminescence; 0% DMSO, 100% Δ7-dafachronic acid. AID 652067;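 active means activation above the mean of all tested compounds plus 3 SD, cut at about 5.5% in these data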;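 further: 100% = response to 3 µM Δ7-dafachronic acid high control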
hgDAF12 agonist – agonists of H. glycines DAF-12 nuclear receptor. HEK293 GAL4-hgDAF12 UAS-luciferase reporter, agonist luminescence; normalized to butyrate control. activation, % at 6.8 µM. hit rate 1.8% among 370,000. AID 687014;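 active means activation above a cutoff set at the mean of all screened compounds plus 3 SD, cut at about 10% in these data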;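 further: 0% = DMSO wells and 100% = sodium butyrate wells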
FXN GAA850 act – increases GAA850 frataxin promoter reporter activity | activation, % at 6 µM | hit rate 0.56% among 360,000 | HEK293 lucGAA850 FXN promoter luciferase reporter, 24 h; percent of 10 µM SAHA response;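 active means activation above the average of all compounds screened plus 3 SD, cutoff fixed separately per campaign, cut at about 7.5% in these data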;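 further: 0% = DMSO wells and 100% = 10 µM SAHA wells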
PLC-gamma1 inh – inhibitors of human phospholipase C gamma1 | P19174 | purified PLC-gamma1, fluorogenic substrate, fluorescence | inhibition, % at 12.2 µM | hit rate 0.84% among 370,000 | AID 720700; in the data active means inhibition above about 9.5%
PLCb3 inh – PLC-beta3 (human) inhibition, primary screen; inhibition, % at 12.2 µM; hit rate 0.18% among 370,000; Purified PLC-beta3, fluorogenic substrate, fluorescence; in the data active means inhibition above about 11%;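 further: 0% = median of compound wells on plate and 100% = full blocker control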
ssDAF-12 act – S. stercoralis DAF-12 activation, primary screen; HEK293 ssDAF-12/GRIP1 lit1-tk-luc reporter, luminescence; % of 3 µM dafachronic acid response; activation, % at 6.8 µM; hit rate 1% among 370,000; AID 652126;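 active means activation above the mean over all tested compounds plus 3 SD, cut at about 0.9% in these data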;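 further: 0% = DMSO-only wells and 100% = 3 µM delta7-dafachronic acid wells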
DAX1 inh-2 – inhibitors of DAX1 repression of SF-1 activated StAR promoter; HEK293T StAR-luciferase reporter, SF-1/DAX-1 repression relief; inhibition, % at 6.8 µM; hit rate 1.1% among 370,000; AID 652010;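 active means inhibition above the mean over all tested compounds plus 3 SD, cut at about 3.6% in these data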;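 further: 0% = DAX-1 cells with DMSO and 100% = cells lacking DAX-1 with DMSO; higher inhibition means more luminescence from relief of DAX-1 repression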
* hit, by the source's call; i = inactive; nt = no result given.

Results follow in this order: ADAM17 inh, hgDAF12 agonist, DAX1 inh-2, FXN GAA850 act, sPLA2-III inh, DAX1 inh-1, ADAM10 inh, hcDAF12 agonist, ssDAF-12 act, PLC-gamma1 inh, PLCb3 inh
[1] COCCNC(=O)CCCN1C(=O)c2ccccc2Sc2ncccc21
 : -2, -2.6, 0.1, -0.7, -1, -0.5, -8, -0.2, -0.5, 0, -1
[2] c1ccc(-c2cc3nc(NCc4ccc5c(c4)OCO5)ccn3n2)cc1
 : -22, 5.2, 0.7, 2.6, -16, nt, -90, 2.7, 0.1, -79, -98
[3] C=C(C)C1CC=C(C)/C(=N\NC(=O)CCc2ccccc2)C1 (centres undefined)
 : 5, -0.9, -0.5, 0.2, 2, 0.9, 3, -1.6, -0.9, 4, 4
[4] COc1ccc(Nc2cc(C)nc3ccccc23)cc1
 : -2, -1.3, -0.5, -0.5, 4, 0.0, -2, 0.0, -2.1, 3, 5
[5] COc1ccc(CN2CCN(Cc3ccon3)CC2CCO)c(C)c1C (centres undefined)
 : -2, -0.5, 0.0, 1.6, -2, 2.7, -1, 2.7, -0.7, 1, 3
[6] Cc1cccc(NC(=O)Nc2ccc3c(c2)CCC3)c1
 : 0, 5.8, 4.1*, 3.0, 1, 1.2, -4, 0.5, -1.1, 5, -3
[7] CCc1ccc(-c2nn(-c3ccccc3)cc2C2SCC(=O)N2Cc2ccco2)cc1 (centres undefined)
 : 1, -1.9, -0.1, -3.1, -12, -0.3, 7, -2.8, -1.4, 1, 0
[8] N#Cc1ccc(CN2CCN(c3ccc(S(=O)(=O)N4CCCC4)cn3)CC2)cc1
 : 0, -1.3, -0.1, 0.7, 14, 1.1, -2, -1.0, -0.9, -3, -12
[9] CN(C)S(=O)(=O)c1cccc(NC(=O)COC(=O)c2cn(-c3ccccc3)nc2-c2ccccc2)c1
 : 11*, -0.8, -1.5, 1.6, -33, -0.7, 29*, -3.8, -2.1, 6, 6
[10] COc1cc2c(c(OC)c1)C(=O)O[C@H](C)C[C@@H]1O[C@H]1CCCCC(=O)C2
 : -5, 1.3, -0.3, nt, 7, nt, -7, -0.4, -1.0, -2, -3
[11] O=C(O)Cn1c(C(F)(F)F)nc2ccccc21
 : 1, 1.8, 1.5, 1.4, 12, -1.2, 9, 1.4, -0.4, 0, 6
[12] C/C(=N/NS(=O)(=O)c1ccc(C)cc1)c1ccc(NC(=O)C(F)(F)F)cc1
 : 1, 0.0, 0.3, 0.1, 22*, 1.3, 6, 2.2, -1.1, 3, 2
[13] CCOc1ccc(N2C(=O)CC(Sc3nc(-c4cccs4)cc(C(F)(F)F)c3C#N)C2=O)cc1 (centres undefined)
 : -91, 0.8, 0.8, -1.3, -24, 0.5, -274, 3.0, -0.5, -41, -45
[14] COCC(C)NC(=O)C1CC(=O)N(CCc2ccc(F)cc2)C1 (centres undefined)
 : -4, 0.9, -0.2, -2.3, 13, 0.4, -5, -1.7, -1.4, -2, -1
[15] CC1CCN(c2nc3ccc(C(=O)NCCCN4CCCCC4)cc3s2)CC1
 : -2, 11*, 5.9*, 4.5, -6, -0.5, -8, 3.5, -0.5, 3, 0
[16] Cc1ccc([C@@H]2[C@@H]3C(=O)N(C)C(=O)[C@@H]3[C@]3(C)C(=O)N(Cc4ccccc4)CC(=O)N23)o1
 : -2, 1.7, 0.0, -1.5, -8, 0.1, -4, -2.2, -1.2, -3, -1
[17] c1ccc(CCn2nnc(-c3ccc(N4CCOCC4)cc3)n2)cc1
 : 0, 3.2, 0.1, nt, 8, nt, 14, -2.9, -0.8, 7, 3
[18] CCN1CCN(c2cc(C)c3cc(NC(=O)c4ccc(OC)c(OC)c4)ccc3n2)CC1
 : -12, 3.7, 2.2, -2.1, -9, 0.5, -48, 0.6, -0.9, -27, -30
[19] O=C(c1ccc(Cl)cc1)N1CCc2c([nH]c3ccccc23)C1C(F)(F)F (centres undefined)
 : 9, -0.9, 0.1, -1.1, -14, -1.2, 17, 0.3, -0.9, 2, -4
[20] CC(C(=O)Nc1ccccn1)N1C(=O)c2ccccc2S1(=O)=O (centres undefined)
 : -1, 3.2, 0.3, 0.5, -1, 0.8, 4, -1.7, -0.5, 0, -1

Six structures out of the list, sorted by length of the SMILES, descending.
Results follow in this order: ADAM17 inh, hgDAF12 agonist, DAX1 inh-2, FXN GAA850 act, sPLA2-III inh, DAX1 inh-1, ADAM10 inh, hcDAF12 agonist, ssDAF-12 act, PLC-gamma1 inh, PLCb3 inh
[16] Cc1ccc([C@@H]2[C@@H]3C(=O)N(C)C(=O)[C@@H]3[C@]3(C)C(=O)N(Cc4ccccc4)CC(=O)N23)o1
 : -2, 1.7, 0.0, -1.5, -8, 0.1, -4, -2.2, -1.2, -3, -1
[12] C/C(=N/NS(=O)(=O)c1ccc(C)cc1)c1ccc(NC(=O)C(F)(F)F)cc1
 : 1, 0.0, 0.3, 0.1, 22*, 1.3, 6, 2.2, -1.1, 3, 2
[19] O=C(c1ccc(Cl)cc1)N1CCc2c([nH]c3ccccc23)C1C(F)(F)F (centres undefined)
 : 9, -0.9, 0.1, -1.1, -14, -1.2, 17, 0.3, -0.9, 2, -4
[15] CC1CCN(c2nc3ccc(C(=O)NCCCN4CCCCC4)cc3s2)CC1
 : -2, 11*, 5.9*, 4.5, -6, -0.5, -8, 3.5, -0.5, 3, 0
[17] c1ccc(CCn2nnc(-c3ccc(N4CCOCC4)cc3)n2)cc1
 : 0, 3.2, 0.1, nt, 8, nt, 14, -2.9, -0.8, 7, 3
[11] O=C(O)Cn1c(C(F)(F)F)nc2ccccc21
 : 1, 1.8, 1.5, 1.4, 12, -1.2, 9, 1.4, -0.4, 0, 6

The list continues.
Results follow in this order: ADAM17 inh, hgDAF12 agonist, DAX1 inh-2, FXN GAA850 act, sPLA2-III inh, DAX1 inh-1, ADAM10 inh, hcDAF12 agonist, ssDAF-12 act, PLC-gamma1 inh, PLCb3 inh
[21] O=C(/C=C/c1cccc([N+](=O)[O-])c1)N1CCN(c2ccccc2F)CC1
 : 2, -0.7, -0.1, 1.0, 0, -0.1, -1, 0.6, -1.7, 1, -1
[22] Cc1cc(=O)n2ccccc2c1C#N
 : i, -1.8, -1.3, 2.1, 0, 0.3, i, -1.6, -1.1, i, i
[23] CC(C)c1ccc(NC(=O)CCNS(=O)(=O)c2cccc3nsnc23)cc1
 : 2, -1.3, 0.6, -0.7, -21, 0.0, 6, -0.1, -0.7, 1, -1
[24] O=C(NNC(=O)C1CC=CCC1)c1ccccc1Br (centres undefined)
 : -2, 1.4, -0.2, 2.9, 12, 3.1, 0, -0.1, -0.9, -2, -4
[25] CC(=O)OCC(=O)C1(O)CCC2C3CC(C)C4=CC(=O)C=CC4(C)C3(F)C(O)CC21C (centres undefined)
 : -2, -4.1, 2.0, 0.6, -7, 0.9, -7, -0.4, -0.8, 1, 5
[26] O=C(CN(C(=O)CCC(=O)Nc1ccccn1)c1cccc(F)c1)NCc1ccc(F)cc1
 : -1, 0.2, 0.1, -0.6, -2, -0.8, -1, -1.9, -0.8, 0, -5
[27] O=C(NCCCN1CCCC1=O)c1cccc(S(=O)(=O)N2CCN(c3ccc(F)cc3)CC2)c1
 : 0, -2.1, -2.7, -0.6, 2, -0.4, -6, -1.1, -1.0, -1, -4
[28] COC(=O)[C@]12C[C@H](CC(=O)N3CCN(C(=O)c4ccco4)CC3)C(=O)N(CCc3ccc(OC)c(OC)c3)C1=C[C@H](C(C)C)O[C@@H]2C1CC1
 : -4, 0.1, -1.2, nt, -6, nt, 2, -2.3, -0.9, 0, -1
[29] CCOc1ccc2ccccc2c1C(=O)Nc1cc(=O)n(C)c(=O)n1C
 : -2, 2.5, 1.2, 0.4, 2, 0.3, -11, -1.5, -1.4, -3, -1
[30] Cc1cc(-c2nnc(SCC(=O)Nc3ccccc3C)n2N)n[nH]1
 : -2, 0.6, -0.2, 0.9, -5, -0.5, 0, 0.0, -1.5, -1, -4
[31] O=S1(=O)NC(C2CC2c2ccccc2)CCO1 (centres undefined)
 : -4, -0.4, -0.8, -0.5, 7, -0.2, 5, -1.4, -1.2, 1, 3
[32] COCCCNC(=O)CSc1nc2ccc(N3CCOCC3)cc2c(=O)n1CCc1ccccc1
 : -43, -1.0, -0.6, 2.0, 9, -2.4, -129, 0.1, -0.6, -322, -478
[33] CC(O)C1C(=O)OC2(C)CC(C)(C)NC(=S)N12 (centres undefined)
 : 1, -0.8, 0.1, -1.5, 3, 0.0, 8, -0.8, -1.5, 2, 4
[34] Cc1cc(-c2ccc(C)c(S(=O)(=O)NCc3ccc(Br)cc3)c2)on1
 : 5, 1.3, -2.8, -1.9, -23, 0.0, 16, -1.9, -1.8, 2, -8
[35] O=S1(=O)CC/C(=N\Nc2ccccc2)c2ccsc21
 : -1, 2.5, -0.3, -0.2, -5, -1.5, -1, -0.5, -1.8, 3, -1
[36] CC(C)(C)C1(C)OC(C(=O)NC2CCCCC2)C(C(=O)NC2CCCCC2)O1 (centres undefined)
 : -1, 0.3, 0.7, -1.1, -3, 0.2, 0, -0.9, -1.4, 1, 1
[37] O=C(c1ccco1)N1CCN(c2ncnc3c2nnn3Cc2ccccc2Cl)CC1
 : -1, -1.5, -0.5, 0.1, -7, 0.5, 5, -3.8, -1.4, 2, 2
[38] O=c1[nH]c(/C(Cl)=C/c2cccc(F)c2)nc2cc(C(F)(F)F)ccc12
 : -5, -3.0, 1.0, 2.2, 15, -0.6, -9, -0.7, -0.9, -2, -3
[39] Cc1nc(-c2ccccc2)nc(Cl)c1Cl
 : -4, -3.0, 0.3, 1.5, -1, 0.9, -5, -2.2, -1.2, 1, -2
[40] CC(C)c1ccc(NC(=O)C2CCCN(S(=O)(=O)c3cnc[nH]3)C2)cc1 (centres undefined)
 : 0, 0.5, 0.2, 0.1, -34, 5.5*, 5, -1.5, -1.4, 0, 3
[41] C[C@H]1COc2cc(Br)ccc2S(=O)(=O)N1Cc1cn(CCC2OCCCO2)nn1
 : -3, 1.8, -0.3, nt, -5, nt, 0, 0.0, -1.2, 1, 1
[42] Cn1c(N/N=C/c2ccccc2)nc2sc3c(c2c1=O)CCC3
 : -1, -1.8, 1.0, 0.3, -4, -0.8, 5, -2.0, -0.9, -9, -9
